# Assay outcomes from PubChem BioAssay.
# BoNT A protease – blocks Botulinum neurotoxin A light chain protease; multiplex microsphere protease substrate cleavage, flow cytometry; inhibition, % at 10 µM; 360,000 tested, 0.17% active; AID 588499; note: plate controls were buffer without enzyme for full effect and enzyme alone for no effect
# FadD28 FP inh – blocks FadD28 binding to the bisubstrate probe | AID 588549 | 360,000 tested, 0.22% active | fluorescence polarization | inhibition, % at 12.5 µM; in the data active = inhibition above about 8.5%, passing the limit was not always enough; inconclusive = no clear call, values can overlap the other calls
# UGM FP inh – Mtb UDP-galactopyranose mutase inhibition. AID 504406. 320,000 tested, 0.06% active. purified UGM, fluorescence polarization probe displacement. inhibition, % at 10 µM; in the data active = inhibition above about 10%, passing the limit was not always enough; inconclusive = no clear call, values can overlap the other calls
# BoNT-F LC inh – blocks Botulinum neurotoxin F light chain protease | Multiplex microsphere protease cleavage assay, flow cytometry | inhibition, % at 10 µM | 360,000 tested, 0.22% active | AID 588497; in the data active = inhibition above about 35%, passing the limit was not always enough; inconclusive = no clear call, values can overlap the other calls; note: plate controls were buffer without enzyme for full effect and enzyme alone for no effect
# PfHsp40 rescue – compounds rescuing yeast from Plasmodium falciparum HSP40 toxicity; S. cerevisiae expressing PfHsp40, growth rescue, ATP luminescence; growth rescue, % at 12.5 µM; 340,000 tested, 0.68% active; AID 504582; in the data active = growth rescue above about 28%, passing the limit was not always enough; inconclusive = no clear call, values can overlap the other calls;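 note: yeast W303a lacking pdr1 and pdr3 grown in galactose medium; growth measured after three days at 30 °C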
# FBA Mtb inh – Mtb fructose-bisphosphate aldolase inhibition; P9WQA3; purified M. tuberculosis FBA, fluorescence read-out; inhibition, % at 1 µM; 360,000 tested, 2.3% active; in the data active = inhibition above about 27%;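 note: 0% = vehicle and 100% = reference inhibitor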
# BioA inh – inhibitors of Mycobacterium tuberculosis BioA enzyme; purified M. tuberculosis BioA enzyme, plate reader; inhibition, % at 9.99 µM; 360,000 tested, 0.096% active; AID 602481; in the data active = inhibition above about 40%; inconclusive = no clear call, values can overlap the other calls
# Anthrax LF inh2 – blocks Bacillus anthracis lethal factor protease; P15917; multiplex microsphere protease cleavage assay, LF; inhibition, % at 10 µM; 360,000 tested, 0.12% active; AID 588501; note: plate controls were buffer without enzyme for full effect and enzyme alone for no effect
# Target sequence (P15917 whole entry, looked up): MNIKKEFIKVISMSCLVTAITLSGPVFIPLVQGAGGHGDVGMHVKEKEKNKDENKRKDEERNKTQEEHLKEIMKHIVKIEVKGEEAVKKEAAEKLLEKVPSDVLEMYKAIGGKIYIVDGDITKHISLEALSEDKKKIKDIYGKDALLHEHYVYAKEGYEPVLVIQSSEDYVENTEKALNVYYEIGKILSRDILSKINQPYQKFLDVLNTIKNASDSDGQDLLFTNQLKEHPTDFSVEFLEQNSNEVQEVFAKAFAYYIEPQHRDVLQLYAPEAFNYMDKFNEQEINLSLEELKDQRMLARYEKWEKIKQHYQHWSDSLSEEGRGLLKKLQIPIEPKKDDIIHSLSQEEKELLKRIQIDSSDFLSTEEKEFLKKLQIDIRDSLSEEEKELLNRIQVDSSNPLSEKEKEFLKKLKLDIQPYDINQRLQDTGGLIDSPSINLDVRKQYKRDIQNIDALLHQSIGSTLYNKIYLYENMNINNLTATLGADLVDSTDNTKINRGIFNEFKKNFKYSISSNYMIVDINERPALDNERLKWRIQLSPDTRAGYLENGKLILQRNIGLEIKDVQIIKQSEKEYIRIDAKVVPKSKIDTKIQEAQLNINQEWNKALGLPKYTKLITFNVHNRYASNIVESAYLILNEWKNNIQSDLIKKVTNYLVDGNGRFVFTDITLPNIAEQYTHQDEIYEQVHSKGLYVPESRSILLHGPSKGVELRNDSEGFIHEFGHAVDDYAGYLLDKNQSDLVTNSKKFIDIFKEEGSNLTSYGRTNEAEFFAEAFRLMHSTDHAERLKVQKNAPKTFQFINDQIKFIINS
# GDH-TPI counter – inhibits GDH-TPI coupling enzymes, artifact for Mtb FBA screen; GDH-TPI coupled enzyme counterscreen, NADH absorbance; inhibition, % at 4.8 µM; 360,000 tested, 1.2% active; in the data active = inhibition above about 30%;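 note: 0% = DMSO wells and 100% = wells lacking the enzyme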
# * marks the source's active call; other numbers are inactive results; ? = inconclusive; . = not tested or not shown; & = joins results of further samples. Cut-off read from the data, not from the text of the source, unless noted: active = inhibition above about 30%; inconclusive = no clear call, values can overlap the other calls; inactive = below that.
no.	structure	BoNT-F LC inh	PfHsp40 rescue	BoNT A protease	GDH-TPI counter	BioA inh	FadD28 FP inh	UGM FP inh	FBA Mtb inh	Anthrax LF inh2
1	CC1(C)CC(=O)C2=C(C1)Nc1ccccc1NC2c1ccccn1 (stereo unspecified)	-6	-0.7	-0.1	42*	0.2	-1.7	0.0	-2	1
2	O=C(NC(=S)Nc1ccccc1)c1cncc(C#Cc2ccccc2)c1	?	0.8	?	3	.	-3.8	4.6	0	-11
3	O=C(NCc1ccc(Cl)cc1Cl)C(=O)N1CCCCC1	0	-0.3	0.3	9	0.1	-0.9	1.1	-2	1
4	CNC(=O)c1sc(NCc2ccccc2OC)nc1C	-3	-1.2	-1.0	0	-1.1	-0.9	.	0	-5
5	CCC(=O)c1c[nH]c(C(=O)NCCCn2ccnc2)c1	-8	0.7	-0.3	9	2.5	-3.4	-1.3	-8	0
6	C[C@@H]1CCC(=O)N(CC[C@H](N=[N+]=[N-])c2ccccc2)CC1	0	-0.6	-0.3	1	0.9	-1.7	-0.6	0	-5
7	COCCNC(=O)CSc1nc2ccccc2c(=O)n1CCCC(=O)NCc1ccccc1	1	0.3	?	-16	-2.0	-1.2	-3.9	1	-4
8	Cc1ccc(C(=O)Nc2c(-c3ccc(Cl)cc3)[nH][nH]c2=O)cc1	-4	.	0.0	.	-3.7	-1.4	.	1	6
9	COc1ccc(C(C)=O)cc1CSc1nnc(Nc2ccc(C)cc2C)s1	-6	0.2	-0.2	0	.	-1.4	3.4	-1	0
10	COc1ccc(NC(=O)C2CCCN(C(=O)Nc3ccc(F)cc3)C2)cc1 (stereo unspecified)	-3	-0.4	-0.2	-8	10	-1.9	-1.3	1	-1
11	O=C(CNS(=O)(=O)c1ccc(F)cc1)Nc1ccc(C(F)(F)F)cc1	0	0.4	-0.4	10	-1.0	-2.4	1.3	1	-1
12	Cc1occc1C(=O)N(C)Cc1nc(-c2ccccc2)no1	9	-0.4	0.6	-4	-1.2	-0.5	0.2	1	7
13	O=C(Cn1nc(Cl)nc1Cl)c1ccc2c(c1)OCCO2	-18	1.1	0.6	13	0.5	-3.2	-1.1	-3	0
14	COCOCCn1cc(CN2CCS(=O)(=O)N(Cc3ccc(-c4ccc(OC)c(OC)c4)cc3)C(CC(C)C)C2=O)nn1 (stereo unspecified)	4	.	0.3	5	-0.7	-5.9	.	1	-3
15	O=C(CC(C(=O)O)c1cccc(Cl)c1Cl)c1ccccc1 (stereo unspecified)	-13	-0.5	-2.9	-3	-1.0	.	2.2	-2	3
16	COc1ccc(C2CC(c3ccc(Br)cc3)=NN2C(=O)CN2CCCC2)cc1 (stereo unspecified)	-5	1.0	-0.3	-2	.	-5.2	1.4	-3	0
17	Cn1cc(CN2CCC(C(=O)Nc3ccc(Oc4ccccc4F)cc3)CC2)cn1	-8	-0.2	-0.2	3	2.6	-3.8	-0.8	6	3
18	CN(C)c1ccc2c(=O)[nH][nH]c(=O)c2c1	0	-1.1	-0.1	5	.	-3.9	2.6	10	-1
19	C=CCOc1ccc(/C=C/C(C)=N\O)cc1	4	-1.0	2.1	4	-0.3	-0.5	2.3	0	0
20	COc1ccc(CC(=O)Nc2ccc(S(=O)(=O)Nc3onc(C)c3C)cc2)cc1OC	3	0.7	1.1	3	2.1	-0.6	-1.5	1	2
21	Cc1ccc(-c2csc3ncnc(N4CCN(C(=O)c5ccco5)CC4)c23)cc1	-4	-0.6	-6.2	-7	7.7	-0.2	-2.4	2	-3
22	CC(=O)Nc1cc2c(cc1[N+](=O)[O-])-c1ccccc1C2=NO	2	0.8	-0.4	12	.	0.4	.	-1	2
23	CCOC(=O)c1cc(-c2nnc(-c3ccc(Cl)cc3)o2)c(C)nc1C	-14	0.1	-1.3	0	-0.7	1.1	0.8	2	-6
24	O=C1C=C(NC(=O)Nc2ccc(Cl)c(Cl)c2)CCC1	-7	0.1	-1.2	-2	.	-6.5	-1.7	-2	-8
25	COc1ccc2c(COC(=O)c3n[nH]c4ccccc34)cc(=O)oc2c1	?	-0.5	0.0	14	-4.0	-0.8	-1.7	35*	-2
26	CCOC(=O)C1CCCN(C(=O)c2cccnc2Oc2ccccc2)CC1 (stereo unspecified)	-2	.	-0.4	7	-0.6	-1.5	.	0	-8
27	O=C(CCc1ccc(S(=O)(=O)NCCc2ccccc2)cc1)NCc1ccc2c(c1)OCO2	-2	-0.4	-2.8	3	2.6	-5.5	-1.4	-1	-1
28	COc1ccc(-c2[nH]ncc2/C=N/NC(=O)c2cccc([N+](=O)[O-])c2)cc1OC	-4	0.9	-0.2	3	.	-6.2	1.4	1	-2
29	CCOc1ccccc1NC(=O)C(OC(=O)c1ccccc1)c1ccccc1 (stereo unspecified)	-6	1.1	0.4	-7	0.3	-4.5	1.6	0	0
30	O=C(COC(=O)CCC(=O)c1cccs1)NC1CC1	0	0.4	-0.7	-6	-1.1	-4.1	0.1	-3	0
31	NNC(=O)[C@H]1C[C@@H]1c1ccccc1	-7	0.3	-0.6	5	.	-0.1	-1.7	0	0
32	COc1ccc(S(=O)(=O)n2ccnc2)c2cccnc12	7	0.2	-1.2	12	-0.5	-2.7	4.3	20	3
33	CC(=O)c1ccc(N2CCN(c3ccc(C(N)=O)cc3[N+](=O)[O-])CC2)cc1	1	-1.5	-0.7	33*	.	-3.7	-1.3	-9	-1
34	O=S(=O)(Nc1cccnc1)c1cc(Cl)ccc1Cl	4	0.5	-0.2	-4	-0.8	-1.4	-1.1	5	-3
35	Oc1c(Cl)cc(Cl)cc1CNc1nc2ccccc2[nH]1	?	1.3	-0.1	14	2.9	0.3	6.0	1	3
36	CCOC(=O)CSc1nc(C)nc2c1sc1nc(C)c(C(C)=O)c(-c3ccc(OC)cc3)c12	-9	-0.2	0.3	11	.	-1.3	1.5	-1	-2
37	Cc1ccc(C)c(NC(=S)NNc2ccc(F)cc2F)c1	1	-0.6	2.1	2	1.5	-1.2	-1.8	1	-1
38	Oc1ccc(-c2nc(-c3ccc(F)cc3)c(-c3ccncc3)[nH]2)cc1	-12	-1.1	-0.7	19	0.7	1.0	.	2	-3
39	Cc1cc(-n2cnnn2)ccc1C(C)C	-4	-0.4	-0.1	8	-1.2	0.8	2.2	-1	-2
40	COc1ccc(S(=O)(=O)N2CCc3ccccc32)cc1C(=O)OCC(=O)c1c(N)n(C)c(=O)n(C)c1=O	2	-1.9	0.2	-4	.	-2.3	.	-4	1
41	COCc1cc(C)nc(SCC(=O)Nc2ccccc2C)c1C#N	-1	-2.1	1.8	-2	-1.2	-3.5	4.6	1	-1
42	CCOC(=O)CC1(C)SC(NC(C)=O)=NN1C(C)=O (stereo unspecified)	1	0.7	0.3	8	.	0.3	0.6	0	-2
43	C=CCc1c(C)nc(SCc2ccccc2)[nH]c1=O	30	-2.0	2.3	5	0.0	-4.5	3.9	-2	5
44	CCOC(=O)c1c(-n2c(C)cc(C=C3C(=O)NC(=S)NC3=O)c2C)sc2c1CCCC2	29	-0.6	36*	32*	-3.4	2.1	3.5	3	38*
45	O=C(CCn1nnnc1CN1CCOCC1)N1CCC(c2cccc(Cl)c2)C1 (stereo unspecified)	-3	1.7	-0.4	-1	2.5	-0.5	-2.3	1	3
46	COc1ccc(N2CCN(S(=O)(=O)CCNC(=O)C(C)Oc3ccccc3)CC2)cc1 (stereo unspecified)	4	1.7	1.6	5	-0.3	-1.1	0.0	0	2
47	CC1CC(Nc2ccccc2)=CC(=O)O1 (stereo unspecified)	-8	-0.1	-0.3	-2	.	-1.1	-0.5	1	1
48	COc1ccc(C(=O)C2CCCN(Cc3cc(C)c(O)c(C)c3)C2)c(OC)c1 (stereo unspecified)	-13	-0.3	-2.8	3	0.1	0.8	3.4	0	-7
49	CCNC(=S)N1CCN(CC(=O)Nc2ccc(OC)cc2)CC1	4	-0.8	0.2	2	.	0.4	1.2	2	1
50	Cc1ccc(/C=N/n2c(C)nc3ccccc3c2=O)o1	0	-0.8	0.3	14	.	-2.6	2.1	1	0
51	O=C(NNC(=O)c1nn(-c2ccc(F)cc2)ccc1=O)c1ccccc1Cl	.	-0.9	.	15	-0.6	-0.5	0.8	0	.
52	CCN(c1ccccc1)c1nc2nonc2nc1NCCO	?	-0.3	?	7	0.2	-2.7	-0.3	-1	-15
53	CCOC(CNC(=O)CCc1c(C)nc2ncnn2c1C)OCC	24	0.1	2.0	-4	.	0.0	-2.5	-1	6
54	O=C(/C=C/c1ccc2c(c1)OCO2)c1cccnc1	-22	0.2	-2.8	21	3.6	-2.7	-0.5	4	-3
55	Nc1ncnc2c1ncn2[C@@H]1O[C@H](CNS(=O)(=O)c2cc(S(=O)(=O)c3ccccc3)cs2)[C@@H](O)[C@H]1O	-2	-1.4	0.2	-4	2.0	-3.7	.	-1	-6
56	CC(CCc1ccccc1)NS(=O)(=O)c1ccc(Cl)c(C(=O)O)c1 (stereo unspecified)	-1	1.4	-2.2	-10	-1.0	-0.9	-0.2	1	7
57	CCNC(=S)Nc1ccc(Cc2ccncc2)cc1	-7	1.1	-1.2	1	-0.2	-1.7	2.2	1	1
58	O=C(O)C1CCCCN1S(=O)(=O)c1ccc2ccccc2c1 (stereo unspecified)	-1	-0.7	0.4	-2	-1.0	-3.2	-0.8	4	-7
59	Cc1cc(C(=O)COC(=O)c2ccc(N)c([N+](=O)[O-])c2)c(C)n1Cc1ccc2c(c1)OCO2	5	-0.4	-0.6	12	0.1	-3.5	0.2	-7	-4
60	COc1ccc(S(=O)(=O)Cc2ccc(C(=O)N3CCN(c4ccccc4)CC3)o2)cc1	2	0.0	0.0	4	2.0	-2.2	1.2	1	-6

# (cont.)
no.	structure	BoNT-F LC inh	PfHsp40 rescue	BoNT A protease	GDH-TPI counter	BioA inh	FadD28 FP inh	UGM FP inh	FBA Mtb inh	Anthrax LF inh2
61	N#CNC(=Nc1ccc(Cl)cc1)Oc1ccccc1	-4	-0.2	-0.6	6	.	-1.5	0.1	1	3
62	CCc1cc(=O)oc2cc(C)c(CN3CCCC(C)C3)c(O)c12 (stereo unspecified)	0	2.4&1.7	0.6	14	-0.3&1.0	-2.4	1.1	1	-1
63	C[C@H](NC(=O)c1ccccc1Cl)C(=O)NCc1cccs1	-8	-1.1	0.7	-4	.	-2.2	2.8	0	-3
64	CCc1cccc(NC2c3ccccc3C(=O)N2c2ccc(C)cn2)c1 (stereo unspecified)	-9	-0.1	-0.8	-8	2.2	-4.6	1.7	-2	-6
65	CCc1nnc(NC(=O)c2oc3cc(C)c(C)cc3c2C)s1	0	-1.4	0.0	0	.	-0.3	-2.9	-2	2
66	Cc1cc(-n2c(SCC(=O)NCCC3=CCCCC3)nc3n[nH]c(C)c3c2=N)ccc1Cl	0	-1.1	1.5	15	2.9	-1.2	-0.3	16	2
67	Cc1cccc(NC(=O)c2nc[nH]c2C(=O)N[C@@H](Cc2ccccc2)C(=O)OC(C)(C)C)c1	2	2.6	0.0	2	-3.4	-6.1	-1.7	-1	0
68	CC(C)(C)c1ccc(C(=O)C2CCCN(Cc3ccon3)C2)cc1 (stereo unspecified)	3	3.1	-0.4	3	3.4	-0.7	-0.2	0	-1
69	O=C(c1cccc(C(F)(F)F)c1)C1CCCN(C(=O)CN2CCCC2=O)C1 (stereo unspecified)	6	-0.6	-0.3	-2	-1.7	1.4	-1.9	1	-4
70	Cc1c(C(=O)N/N=C/C(C)C)[nH]c2c([N+](=O)[O-])cccc12	-5	0.9	-1.0	3	.	-4.2	-0.8	-1	0

# Full records as entered above.
# Record of `Cc1c(C(=O)N/N=C/C(C)C)[nH]c2c([N+](=O)[O-])cccc12` = BoNT-F LC inh = -5; PfHsp40 rescue = 0.9; BoNT A protease = -1.0; GDH-TPI counter = 3; BioA inh = .; FadD28 FP inh = -4.2; UGM FP inh = -0.8; FBA Mtb inh = -1; Anthrax LF inh2 = 0
# Record of `CCNC(=S)N1CCN(CC(=O)Nc2ccc(OC)cc2)CC1` = BoNT-F LC inh = 4; PfHsp40 rescue = -0.8; BoNT A protease = 0.2; GDH-TPI counter = 2; BioA inh = .; FadD28 FP inh = 0.4; UGM FP inh = 1.2; FBA Mtb inh = 2; Anthrax LF inh2 = 1
